High-throughput results from PubChem BioAssay.
NR2E3 ag-1 – inhibitors of NR2E3-RetCOR corepressor binding, primary screen, NR2E3 agonist project, biochemical, TR-FRET, GST-NR2E3, biotin-RetCOR; Photoreceptor-specific nuclear receptor (Homo sapiens), Q9Y5X4; 1536-well; inhibition of corepressor binding, % at 4.78 µM; 320,000 tested, 0.12% active; AID 2300, 2010;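 active = percent inhibition above the cutoff of mean plus 3 SD of all tested compounds, set per screening campaign, cut at about 20% in these data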;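 note: 0% = DMSO wells and 100% = biotin wells as full block of FRET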
Target sequence (Q9Y5X4 whole entry, looked up): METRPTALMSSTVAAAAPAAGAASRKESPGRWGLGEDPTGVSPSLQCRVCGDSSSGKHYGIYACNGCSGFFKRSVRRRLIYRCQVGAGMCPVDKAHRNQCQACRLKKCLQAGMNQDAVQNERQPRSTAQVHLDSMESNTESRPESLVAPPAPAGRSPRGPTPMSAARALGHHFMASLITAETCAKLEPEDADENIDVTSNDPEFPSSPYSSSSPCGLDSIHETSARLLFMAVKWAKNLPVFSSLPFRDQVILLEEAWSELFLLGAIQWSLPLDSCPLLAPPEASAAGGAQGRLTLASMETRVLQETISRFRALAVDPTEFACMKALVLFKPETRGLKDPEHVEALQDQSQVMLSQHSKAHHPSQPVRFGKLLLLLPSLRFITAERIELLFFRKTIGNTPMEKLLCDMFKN
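Assay system: NR2E3–RetCOR corepressor complex. Quantity: 1.35 nM GST-NR2E3. Buffer or medium: pH 7.5 Tris-based buffer. Reagent: biotinylated RetCOR corepressor at 7 nM final. Schedule: 5 h at 4 °C. Detection: TR-FRET, emission read at 617 and 671 nm. Replicates: one well per compound, singlicate testing.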
PDI inh – inhibitors of human PDI, primary screen, biochemical, turbidity, single point, plate reader | Protein disulfide-isomerase (Homo sapiens), P07237 | PDI insulin aggregation turbidity, A650, 90 min | inhibition, % at 10 µM | 350,000 tested, 0.052% active | AID 588391, 2011;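 active = mean inhibition across replicates of 30% or more, whatever share of single replicates reach that level; inconclusive = mean inhibition below 30% while every single replicate reaches 30%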;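 note: absorbance from insulin aggregation driven by PDI reduction with DTT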
Target sequence (P07237 whole entry, looked up): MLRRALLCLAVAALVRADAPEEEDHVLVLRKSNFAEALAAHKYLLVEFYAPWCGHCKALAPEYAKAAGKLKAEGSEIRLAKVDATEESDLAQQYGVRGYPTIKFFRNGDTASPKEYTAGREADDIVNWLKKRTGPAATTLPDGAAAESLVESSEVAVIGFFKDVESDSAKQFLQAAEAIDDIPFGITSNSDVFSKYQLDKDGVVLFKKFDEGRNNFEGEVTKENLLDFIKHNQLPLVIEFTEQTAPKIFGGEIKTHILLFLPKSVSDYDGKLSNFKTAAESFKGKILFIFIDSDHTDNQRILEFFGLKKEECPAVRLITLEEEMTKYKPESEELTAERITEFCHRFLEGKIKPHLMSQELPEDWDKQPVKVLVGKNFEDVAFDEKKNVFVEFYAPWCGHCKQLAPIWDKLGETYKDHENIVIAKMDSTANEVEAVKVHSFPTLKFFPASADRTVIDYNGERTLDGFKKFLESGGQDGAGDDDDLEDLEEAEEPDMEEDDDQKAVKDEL
CaV13 FRET inh – Primary screen for inhibitors of IQ motif and Ca2+-dependent inactivation inhibitor domain binding in CACNA1D, Förster resonance energy transfer in living cells, …; HEK cells, CFP/YFP FRET ICDI-IQ, plate reader, 10 min; percent FRET-ratio fall versus neutral wells; inhibition, % at 12.3 µM; 340,000 tested, 0.098% active; AID 743397;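 active = mean replicate inhibition of at least 30% and at least 1% of replicates passing that level; inconclusive = only one of the two criteria is met; inactive = neither criterion is met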;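 note: 0% = median of the neutral control wells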
iPSC survival up – enhancers of single-cell hiPSC survival, primary screen, ATPlite luminescence | 100% = ROCK inhibitor wells, 0% = DMSO | survival enhancement, % at 20 µM | 360,000 tested, 0.044% active; in the data active = survival enhancement above about 18%;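 note: cells exposed to compounds for 16 hours before the ATP read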
Vif imaging – HIV Vif self-association inhibitors, primary screen, imaging, HEK293T, single point. inhibition, % at 7.49 µM. HEK293T cells, Vif self-association by quenched fluorescence, 24 h. AID 602346, 2012. 340,000 tested, 0.35% active; in the data active = inhibition above about 50%, passing the limit was not always enough; inconclusive = no clear call, values can overlap the other calls; inactive = below about 31%; note: some results filed as inactive read as strong as hits
Peg3 promoter – Peg3 promoter-driven luciferase inhibitors, primary screen, cell-based, HeLa, luciferase luminescence; 360,000 tested, 1.7% active; HeLa PEG-Prom luciferase reporter, overnight; inhibition, % at 20 µM;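 active = inhibition of at least 50% at 20 µM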
Granule exo inh – LAMP-1 surface exposure blockers, TALL-104 cells – cell-based, flow cytometry, MLPCN library, primary screen; 360,000 tested, 0.66% active; TALL-104 LAMP-1 surface exposure; cells stimulated with thapsigargin and PMA; inhibition, % at 10 µM; AID 651702, 2012;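 active = inhibition above about 55%, limit read from the data; inconclusive = no clear call, values can overlap the other calls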
NR2E3 ag-2 – NR2E3 agonists in two-hybrid cells, primary screen, cell-based, luminescence, CHO-S, Gal4-NCOR/VP16-NR2E3. AID 602229, 2012. 360,000 tested, 0.35% active. inhibition of corepressor binding, % at 3.98 µM. luciferase. Photoreceptor-specific nuclear receptor (Homo sapiens), Q9Y5X4;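 active = inhibition above the mean of all tested compounds plus 3 SD, cut at about 70% in these data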;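 note: 0% = DMSO with NR2E3 transfected cells and 100% = cells lacking NR2E3 construct; higher means lower luciferase signal from less NR2E3 corepressor binding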
HIF-2a inh – HIF-2a reporter inhibitors, primary screen, luminescence, 786-0 RCC cells; inhibition, % at 18.8 µM; 360,000 tested, 0.72% active; 786-0 RCC cells HIF-2a reporter, luciferase luminescence, overnight;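 active = inhibition of the luminescence signal of 40% or more relative to plate controls, in a single-dose primary screen at 18.75 µM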
aDG glyco act – activators of alpha-DG glycosylation, primary screen, uHTS, Pro5-aDG cells, AlphaScreen | alpha-DG glycosylation AlphaScreen (IIH6); 0% Pro5, 100% B10-LARGE cell signal | activation, % at 10 µM | 360,000 tested, 0.22% active;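 active = activation of at least 8% versus controls, or a plate z-score of at least 8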;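 note: Pro5 are CHO cells carrying HIG-tagged alpha-DG that lacks glycosylation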
TRPM1 prom inh – inhibitors of MITF-dependent TRPM1 promoter reporter, primary screen, cell-based, SK-MEL-5, single point, luciferase. SK-MEL-5 TRPM1 promoter luciferase, 24 h. inhibition, % at 12.5 µM. 330,000 tested, 0.83% active. AID 488899, 2010;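 active = mean inhibition across replicates of 60% or more, whatever share of single replicates reaches that level; inconclusive = some that reach 60%, reason not given; inactive = mean inhibition across replicates below 60%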; note: values of inactives mirror those of a sister screen read the other way
The depositor's hits bear a star; ? = inconclusive; nt = no result given; & = joins results of further samples.

Preview (2 entries):
SMILES	NR2E3 ag-1	PDI inh	CaV13 FRET inh	iPSC survival up	Vif imaging	Peg3 promoter	Granule exo inh	NR2E3 ag-2	HIF-2a inh	aDG glyco act	TRPM1 prom inh
O=C(CN(Cc1ccc(F)cc1)C(=O)c1csnn1)NCc1ccc2c(c1)OCO2	6	-6	-7	0.6	0	28	-10	-7	11	-0.1	-2
Cn1c(=O)c2c(nc3n2CCCN3CCc2ccccc2)n(C)c1=O	2	4	-4	-0.4	-4	9	-4	-2	9	-0.1	-4

Results (from the top)
SMILES	NR2E3 ag-1	PDI inh	CaV13 FRET inh	iPSC survival up	Vif imaging	Peg3 promoter	Granule exo inh	NR2E3 ag-2	HIF-2a inh	aDG glyco act	TRPM1 prom inh
O=C(CN(Cc1ccc(F)cc1)C(=O)c1csnn1)NCc1ccc2c(c1)OCO2	6	-6	-7	0.6	0	28	-10	-7	11	-0.1	-2
Cn1c(=O)c2c(nc3n2CCCN3CCc2ccccc2)n(C)c1=O	2	4	-4	-0.4	-4	9	-4	-2	9	-0.1	-4
O=C(COc1ccc(Cl)cc1)Nc1cc(S(=O)(=O)N2CCCCC2)ccc1N1CCCCC1	-1	0	-3	-0.8	-15	14	3	5	15	0.4	0
Cc1oc(-c2ccc(Cl)cc2)nc1CSCC(=O)NC1CCN(Cc2ccccc2)CC1	-1	5	-3	-0.2	-2	13	17	19	10	1.3	24
COc1ccc(CN(C)C(=O)CCCNC(=O)c2ccc(Cl)cc2)cc1	3	10	-3	0.6	-5	6	17	4	1	0.3	9
CC(=O)Oc1cc2c3c(c1)/C(=C1/SC(=S)NC1=O)C(=O)N3C(C)(C)C=C2C	-4	0	-5	-0.3	-15	-40	19	-25	-22	-0.3	1
CCOc1ccc(NS(=O)(=O)c2ccc(C)c(C(=O)NCCCn3ccnc3)c2)cc1	4	6	-5	-0.4	1	19	-6	-6	13	-0.5	9
CCCCNc1ccc(C(CC(N)=O)NC(=O)Cc2cccc3ccccc23)cc1[N+](=O)[O-] (configuration not stated)	4	-5	-8	1.3	nt	45	1	-16	5	-0.1	0
CCn1nc(C)c(CN2CCc3c([nH]c4ccccc34)C2c2ccc(F)c(OC)c2)c1C (configuration not stated)	-1	-3	-3	0.5	-2	-47	-7	23	-34	-0.2	-9
CC(C(=O)NCC1CCCO1)N(C(=O)c1snc(C(N)=O)c1N)c1cccc(F)c1 (configuration not stated)	2	7	nt	0.9	3	-6	5	-11	19	-0.1	8
O=C(NCC(c1ccc(F)cc1)N1CCOCC1)c1ccccc1F (configuration not stated)	1	-8	2	-0.4	-1	-2	2	15	6	0.2	-4
Cc1ccc(S(=O)(=O)Nc2cccnc2)c(C)c1C	6	1	-4	0.2	3	6	1	8	13	-0.1	4
CC(=O)Nc1nonc1NC(=O)CSC1=NCCS1	1	0	nt	0.4	-8	10	0	-12	6	-0.2	7
Cc1oc(-c2ccccc2Cl)nc1CN1CCCCC1c1cccnc1 (configuration not stated)	-1	-1	4	0.3	-1	13	0	1	12	0.2	7
Cc1c(O)ccc2c(CC(=O)N[C@@H](Cc3c[nH]c4ccccc34)C(=O)O)cc(=O)oc12	1	60*	-3	-0.5	-3	-9	6	-37	21	-0.1	11
CCOC(=O)c1ccc(-n2c(C)nc3c(cnn3-c3ccccc3Cl)c2=O)cc1	-1	3	nt	0.9	0	-2	-1	-2	6	0.1	8
Cc1ccccc1NC(=O)C1CCC(C)(C(=O)O)C1(C)C (configuration not stated)	6	2	nt	-0.2	-6	0	0	-13	3	-0.7	2
CN1CCN(c2nc3c(c(=O)[nH]c(=O)n3C)n2CCOc2ccccc2)CC1	nt	-13	nt	-1.1	4	16	8	-1	27	-0.1	-14
Cc1c(NC(=O)CN2CCN(c3ccc(O)cc3)CC2)c(=O)n(-c2ccccc2)n1C	0	7	-3	-0.3	-5	6	0	-13	11	0.0	-5
CC1(C(=O)NS(=O)(=O)C2CC2)CCN(C(=O)COc2ccc(Cl)cc2Cl)C1 (configuration not stated)	nt	-1	-4	2.1	-7	4	-2	-29	8	-0.1	nt
COc1ccc(-n2c(SCC(=O)Nc3cc(C)on3)nc3c(c2=O)SCC3)cc1	-1	nt	-5	-1.7	-6	1	0	0	10	0.8	-8
COc1ccc(-c2ccnc3c(C(=O)O)cnn23)cc1	3	-5	-2	-0.2	0	-4	-2	-17	-8	0.1	2
CC(OC(=O)c1ccc(-n2cnnn2)cc1)C(=O)Nc1ccccc1[N+](=O)[O-] (configuration not stated)	0	-4	-1	0.0	-2	3	-1	-17	7	0.4	10
Cc1ccc(S(=O)(=O)N2CCN(CCOc3c(Cl)cccc3Cl)CC2)cc1C	1	-8	-15	-0.3	-1	9	2	14	-17	0.0	10
O=C(CNCc1ccc(F)cc1)Nc1ccccc1[N+](=O)[O-]	0	0	11	-0.8	-3	-5	-5	-7	-14	0.0	10
Cc1cccc(NC(=O)CSc2ncnc3sc(C)c(C)c23)n1	nt	-3	-4	-0.5	-7	10	-2	-16	-12	0.1	-3
Clc1ccc2nc(-c3cccc(Br)c3)c(Cc3ccccc3)n2c1	nt	nt	-3	-0.9	nt	-162	-8	-16	-215	-0.3	nt
Cc1ccc(C)c(N2CCN(S(=O)(=O)c3ccc4c(c3)NC(=O)CO4)CC2)c1	1	-2	-5	1.9	-2	21	1	15	13	0.0	9
COc1ccc2cc(C(=O)C3CCCN(C(=O)/C=C/c4ccccn4)C3)ccc2c1 (configuration not stated)	4	0	-6	1.7	-15	3	-4	-8	-14	-0.1	1
CCc1nnc(NS(=O)(=O)c2ccc(N=Cc3c(C)[nH]n(-c4ccc(C)cc4)c3=O)cc2)s1	5	2	nt	-1.7	-3	2	-2	4	-13	-0.1	5

Fetched one by one from above:
SMILES	NR2E3 ag-1	PDI inh	CaV13 FRET inh	iPSC survival up	Vif imaging	Peg3 promoter	Granule exo inh	NR2E3 ag-2	HIF-2a inh	aDG glyco act	TRPM1 prom inh
CCCCNc1ccc(C(CC(N)=O)NC(=O)Cc2cccc3ccccc23)cc1[N+](=O)[O-] (configuration not stated)	4	-5	-8	1.3	nt	45	1	-16	5	-0.1	0
COc1ccc(-c2ccnc3c(C(=O)O)cnn23)cc1	3	-5	-2	-0.2	0	-4	-2	-17	-8	0.1	2
CN1CCN(c2nc3c(c(=O)[nH]c(=O)n3C)n2CCOc2ccccc2)CC1	nt	-13	nt	-1.1	4	16	8	-1	27	-0.1	-14
O=C(CN(Cc1ccc(F)cc1)C(=O)c1csnn1)NCc1ccc2c(c1)OCO2	6	-6	-7	0.6	0	28	-10	-7	11	-0.1	-2
CC1(C(=O)NS(=O)(=O)C2CC2)CCN(C(=O)COc2ccc(Cl)cc2Cl)C1 (configuration not stated)	nt	-1	-4	2.1	-7	4	-2	-29	8	-0.1	nt

(continued)
SMILES	NR2E3 ag-1	PDI inh	CaV13 FRET inh	iPSC survival up	Vif imaging	Peg3 promoter	Granule exo inh	NR2E3 ag-2	HIF-2a inh	aDG glyco act	TRPM1 prom inh
O=C(Nc1ccccc1C(=O)OCc1nnc(-c2ccccc2)o1)c1ccco1	0	-4	-4	-0.7	13	-11	1	-7	-12	0.1	12
CCOCCCNc1ccc(-c2ccccc2)nn1	1	-10	-8	-0.8	nt	-206	-4	-72	-241	-0.1	-104
O=C(NC1C=CS(=O)(=O)C1)c1ccccc1 (configuration not stated)	4	-7	-7	4.4	6	11	0	19	10	-0.2	-7
Cc1ccc(C)c(N2CCN(C(=O)CN3C(=S)NC(C)(C)CC3C)CC2)c1 (configuration not stated)	-1	-1	-6	-0.1	3	9	1	1	13	0.3	7
Cc1[nH]c2ccc(OC(F)(F)F)cc2c1CCN1C(=O)c2ccc(C(=O)O)cc2C1=O	1	-2	-2	0.0	-8	-1	11	-37	13	-0.1	-1
Cc1ccc(C)c(NC2=C(Cl)C(=O)OC2OC(C)C)c1 (configuration not stated)	2	-5	-7	5.2	4	2	-4	-13	8	0.3	6
O=C(NN=C1CCCCCCC1)c1ccccn1	0	4	-5	-0.6	5	-20	-7	-139	-41	0.0	-15
CCOCCCNC(=O)C1CCCN(S(=O)(=O)c2ccc(-n3cnnn3)cc2)C1 (configuration not stated)	-6	0	-7	-0.6	4	17	-11	-33	7	0.1	9
Cc1ccc2c(CN3CCN(S(=O)(=O)c4ccccc4C(F)(F)F)CC3)cc(=O)oc2c1	2	1	-6	-0.2	23	28	-1	10	3	0.3	2
Cc1ccc(NC(=O)CSc2nnc(C)n2CC2CCCO2)cc1 (configuration not stated)	3	-1	6	-1.7	-12	-4	-1	31	12	0.8	2
Cc1ccc(N2CCN(S(=O)(=O)c3ccc4c(c3)n(C)c(=O)c(=O)n4C)CC2C)cc1 (configuration not stated)	2	-12	-9	1.2	-3	24	4	16	2	-0.2	2
Oc1ccc(C2=Nn3c(nnc3-c3ccco3)SC2)cc1O	2	18	-5	1.0	?	-16	-3	-31	-16	0.1	15
COc1ccc(C(C)NC(=O)C2CCN(CCCc3ccccc3)CC2)cc1OC (configuration not stated)	nt	-1	-6	-1.5	-3	0	-3	2	-8	0.3	nt
COc1ccc2c(c1OC)C(=O)OC2c1c(O)nc(SC)n(-c2ccccc2)c1=O (configuration not stated)	3	2	nt	-2.6	-15	-4	0	6	12	0.0	2
COc1ccc(NC(=O)CN(C)C(=O)c2ccccc2OC)cc1	nt	5	-2	0.5	-10	-3	-5	13	-13	-0.2	-11
Cc1nc2nc(C)c(CCC(=O)NCCCN3CCN(c4cccc(Cl)c4)CC3)c(C)n2n1	3&-3	4&6	-5&-6	3.8&0.0	-1&-3	5&6	1&-1	9&-13	4&4	0.0&0.0	7&0
CC(C)(C)c1nn(-c2ccccc2)c2[nH]c(=O)c(CNCc3ccc4c(c3)OCO4)cc12	2	-8	nt	-0.4	-5	30	1	-22	24	-0.5	66*
